# Source: PubChem (NCI)
# Growth percent in the NCI-60 one-dose screen (48 h, 10 µM unless noted): 100 = growth as untreated, 0 = no growth, -100 = all killed.
# OVCAR-3: OVCAR-3 ovarian cancer; hit rate 7% among 79,000
# OVCAR-8: OVCAR-8 ovarian cancer | hit rate 4.4% among 81,000
# SK-OV-3: SK-OV-3 ovarian cancer cells. hit rate 3.2% among 80,000. AID 1794785
# PC-3: PC-3 prostate cancer cells. hit rate 3.9% among 80,000. AID 1794754
# OVCAR-5: OVCAR-5 ovarian cancer; AID 1794783; hit rate 2.9% among 82,000
# U251: U251 CNS tumor cells. hit rate 5.4% among 80,000. AID 1794753
# OVCAR-4: OVCAR-4 ovarian cancer cells; hit rate 3.7% among 80,000
# SF-268: SF-268 CNS cancer cells; hit rate 3.1% among 82,000; AID 1794759
# DU-145: DU-145 prostate cancer. hit rate 4.2% among 81,000. AID 1794760
# An asterisk follows results filed as active; . = not tested or not shown; [ ] = another dose, or the depositor's remark. The calls were made as follows: active = growth percent below 10; inactive = the rest.
SMILES,OVCAR-3,U251,OVCAR-5,OVCAR-4,SK-OV-3,OVCAR-8,SF-268,DU-145,PC-3
Cc1ccc(C(=O)NN2C(=O)CSC2c2ccccc2[N+](=O)[O-])cn1 (stereo not given),112.7,95.9,100.9,97.1,98.4,.,101.6,125.5,87.9
COc1cc(/C=N/n2cnc3oc(-c4ccccc4)cc3c2=N)cc(CN2CCCCC2)c1O,113.5,-66.5*,-81.0*,-63.1*,104.8,-38.7*,-66.9*,-82.8*,-31.0*
Fc1ccc(-c2cn3c(nc4ccccc43)c(-c3ccccc3)n2)cc1,111.3,91.5,111.5,67.1,104.8,73.7,90.1,105.6,85.0
NS(=O)(=O)c1ccc(NC(=O)C(O)C(O)C(O)C(O)CO)cc1 (stereo not given),102.7,104.5,95.0,116.5,101.0,112.0,103.5,103.8,95.9
O=c1[nH]c(F)nc2c1ncn2C1OC(CO)C(O)C1O (stereo not given),122.0,102.5,102.6,94.8,138.0,107.3,112.6,122.1,97.6
O=C(NN=C1CCCCC1)C(=O)NN=C1CCCCC1,122.9,107.0,105.3,114.8,101.4,100.0,99.1,120.5,89.0
CC(=O)Nc1ccc(S(=O)(=O)N/N=c2/sc3ccccc3n2C)cc1,119.7,101.8,113.5,109.2,90.7,99.9,100.1,103.4,95.0
CC(=O)N1Cc2ccccc2C(C)Cc2cc(F)ccc21 (stereo not given),117.7,107.8,108.5,98.4,109.4,111.6,108.6,114.8,92.6
COc1ccc(NC(=O)CSc2nc(C)c(C(C)=O)n2-c2ccc(Cl)cc2)cc1,100.2,104.9,98.6,85.3,.,88.7,101.7,116.3,96.3
O=S(=O)(Oc1ccc(-c2cn3ccsc3n2)cc1)c1ccccc1,.,95.4,99.6,100.9,103.9,99.2,105.1,102.5,97.4
N#Cc1c(-c2ccc(Cl)cc2)nc(SCc2ccc([N+](=O)[O-])cc2)nc1N1CCOCC1,.,93.8,96.5,75.7,88.7,93.2,85.9,106.3,73.9
CC1(C)CC(=O)C2=C(C1)N(c1ccc(OC(F)(F)F)cc1)C(N)=C(C#N)C2c1ccc(Br)o1 (stereo not given),91.8,90.9,94.8,73.5,103.1,89.3,96.6,93.8,54.7
O=C1OC(CN(Cc2ccccc2)Cc2ccccc2)CN1/N=C/c1ccc([N+](=O)[O-])o1 (stereo not given),79.3,85.2,106.1,73.0,93.2,90.0,88.7,89.2,59.8
O=C(NC1CCCC1)c1ccc(C(=O)NC2CCCC2)cc1,127.3,.,99.6,107.5,104.9,96.3,115.7,114.8,99.4
COC(=O)c1ccc(N(C(C)=O)c2cc(C(C)(C)C)[nH]n2)c(NC(C)=O)c1,124.3,103.1,114.7,101.6,113.5,106.5,109.3,114.0,95.5
O=C1c2cccc3c(-c4ccc5c(c4)ncn5C4CCCCC4)ccc(c23)C(=O)N1CCO,88.9,93.2,109.6,86.0,109.5,83.2,93.9,100.2,85.0
O=C1C(=O)N(CCCCn2cc(CN(Cc3ccccc3)Cc3ccccc3)nn2)c2ccccc21,112.4,.,101.3,84.1,97.6,96.7,93.1,108.0,71.4
Cc1ccccc1COc1ccc(-c2ccnn2-c2ccc(Cl)cc2)cc1,26.6,46.0,91.7,85.7,63.7,75.3,80.5,88.1,.
NC(=O)C1=C[C@H]2[C@H]3C=C[C@@]2(O)C(=O)O[C@@H]3O1,16.8,63.1,100.8,29.9,86.6,48.8,58.2,45.9,59.1
Cn1c(=O)c2c(nc(C3CC4C5CCC(C5)C4C3)n2C)n(C)c1=O (stereo not given),110.8,92.5,106.7,97.0,93.7,96.2,97.7,92.8,90.2
CCOC(=O)c1nc2c3ccccc3cnn2c1C(=O)c1ccc(OC)cc1,110.0,89.9,106.5,89.4,81.6,98.2,103.4,104.7,90.9
COc1ccccc1/C=C/C(=O)c1nnn(-c2ccc(F)cc2)c1C,.,36.3,89.5,59.2,95.8,44.9,66.2,3.7*,68.9
COc1c(B(O)O)cccc1-c1nc2ccc3n[nH]c(F)c3c2c2c1CCCC2,91.0,71.4,105.4,96.0,79.0,72.0,50.5,77.7,74.0
C/C(=N/NC(N)=S)c1ccc(O)cc1,51.5,78.8,103.1,58.5,46.9,72.9,95.0,93.5,79.2
Cn1c(=O)[nH]c(=O)c2nc(CC(=Nc3ccc(Cl)cc3)c3ccccc3)c(=O)[nH]c21,104.7,94.7,87.1,89.9,92.6,98.7,85.6,92.8,.
Cc1cc(=O)oc2cc(OCCCCOc3ccc(/C=C/C(=O)Nc4ccccc4Cl)cc3)ccc12,108.6,105.4,93.7,103.9,119.6,108.5,116.6,107.7,110.6
O=C(CCc1nnc(Cn2cncn2)o1)c1nc2ncccc2[nH]1,110.7,99.0,96.7,103.3,102.9,102.9,96.2,103.3,97.0
CCc1ccc(C(C)(C)C(CC(=O)O)C(=O)O)cc1 (stereo not given),103.7,98.9,103.3,99.2,93.7,101.6,98.6,103.6,97.4
CC1=C(c2cc(-c3ccccc3O)[nH]c(=O)n2)C(c2ccccc2)NC(=S)N1 (stereo not given),104.9,99.6,100.5,118.4,91.2,91.9,94.2,105.8,84.5
Cc1c(Cc2cc(C(C)(C)C)c(O)c(C(C)(C)C)c2)c(C)c(Cc2cc(C(C)(C)C)c(O)c(C(C)(C)C)c2)c(C)c1Cc1cc(C(C)(C)C)c(O)c(C(C)(C)C)c1,103.5,95.5,106.3,100.2,101.9,102.9,101.1,105.6,92.3
O=C(CCl)N1c2cccc3cccc(c23)N(C(=O)CCl)C1c1cn(-c2ccccc2)nc1-c1cccc([N+](=O)[O-])c1,61.6,85.0,108.3,96.0,.,79.3,99.4,98.0,97.1
Clc1ncnc2c1ncn2C1CCCO1 (stereo not given),122.3,104.5,99.4,87.1,97.1,105.3,115.7,130.8,87.1
CCN1CCN(C(=O)[C@]23CCC(C)(C)C[C@@H]2C2=CC[C@@H]4[C@@]5(C)C/C(=C/c6cccnc6)C(=O)C(C)(C)[C@@H]5CC[C@@]4(C)[C@]2(C)CC3)CC1,28.6,-88.1*,83.8,7.3*,56.0,27.1,37.6,50.0,17.2
COc1cc(-c2csc(NC(=O)Nc3cc(Cl)cc(Cl)c3)n2)cc(OC)c1OC,-85.9*,-80.1*,39.1,-81.4*,14.9,9.3*,27.7,-15.6*,10.7
c1ccc(-c2nc3ccccc3s2)cc1,105.0,99.6,84.1,101.1,.,88.3,95.0,113.5,86.9
O=C(CC(CC(=O)c1ccccc1)c1ccccc1O)c1ccccc1,94.3,92.0,96.9,91.2,94.5,95.9,89.8,102.9,81.0
Nc1ccc2c(c1)C(=O)CCC2,109.3,94.7,99.1,106.9,114.3,95.9,103.8,109.2,84.3
Cc1nc2sccn2c1CO,78.6,93.2,106.8,110.1,106.9,88.3,103.7,95.8,82.7
Nc1ncnc2c1ccn2-c1cccc(NC(=O)Nc2cc(C(F)(F)F)cc(C(F)(F)F)c2)c1,115.7,103.2,115.6,95.8,102.8,108.8,101.7,107.5,91.9
Cc1cc(Br)ccc1Nc1nc(N)nc(N)c1N=O,112.3,96.8,115.7,102.5,105.0,96.0,92.2,111.1,101.8
O=C(CSc1nc2ccccc2c(=O)n1CCc1ccccn1)NNC(=O)c1ccc(Cl)cc1,101.0,100.6,96.1,109.3,102.7,96.8,98.1,101.8,95.0
COc1cc2oc(C(=O)N[C@@H](Cc3ccccc3)C(=O)C(=O)NCc3ccccc3)c(C)c(=O)c2cc1O,96.3,101.8,94.9,81.6,103.4,94.5,92.2,95.0,92.2
CCOC(=O)c1nn(-c2ccccc2)cc1/C=C1\SC(=S)N(CCC(=O)O)C1=O,105.4,103.4,104.0,103.9,107.7,100.3,104.3,102.4,88.1
Cc1ccc(C(=O)N/C(=C2/OCCN2C)[P+](c2ccccc2)(c2ccccc2)c2ccccc2)cc1,54.5,75.5,96.3,69.8,103.6,80.5,92.7,84.9,62.5
Cc1cc(O[C@@H]2O[C@@H](C)[C@H](O)[C@@H](O)[C@H]2O)c2c3c(c(O[C@@H]4O[C@@H](C)[C@H](O)[C@@H](O)[C@H]4O)cc2c1)C(=O)c1c(O)cccc1C3=O,93.7,82.0,98.5,81.8,83.6,22.9,56.3,98.0,56.7
COc1ccc(CNCCCNCc2ccc(OC)c(OC)c2)cc1OC,105.5,119.2,94.5,101.3,103.8,107.1,96.8,111.1,92.3
N#Cc1nnc2cc(-c3ccccc3)nn2c1-c1cccs1,99.5,105.9,112.5,91.0,85.4,99.1,.,103.2,78.9
NC(=S)c1ccc2ccccc2c1,111.4,100.7,94.1,120.2,102.3,106.8,102.5,118.2,87.4
Cc1cc(Cl)ccc1NC(=O)c1cc2ccccc2cc1O,-3.5*,-14.0*,30.5,22.0,36.7,7.8*,30.8,31.1,1.0*
O=S(=O)(c1ncsc1-c1ccccc1)N1CCOCC1,.,104.2,106.2,100.8,99.0,103.2,101.3,107.5,96.3
CC(C)[C@H]1C(=O)O[C@H](C(C)C)C(=O)N1C,88.8,73.9,101.9,97.4,78.1,89.4,95.8,93.6,28.3
COc1ccc(NC(=O)C2CCC(=O)N2)cc1OC (stereo not given),98.8,108.7,99.9,97.6,116.5,108.7,99.7,102.5,100.2
CS(=O)(=O)c1ccc(C(=O)N2N=C(c3ccccc3)CC2c2ccc3c(c2)OCO3)cc1 (stereo not given),105.7,91.4,100.3,99.3,83.7,100.2,95.2,97.4,85.1
CSc1nc2sc3cc(Cl)c(Cl)cc3n2c(=N)c1C#N,110.1,104.5,123.4,97.5,89.3,91.4,104.0,107.5,97.6
Cc1nc2n(c1CCC(=O)O)CCCC2,112.0,103.1,109.5,99.8,104.9,104.6,106.4,107.0,97.1
COc1ccc(-c2nn(-c3cccc(NC(=O)c4cc(C(F)(F)F)cc(C(F)(F)F)c4)c3)cc2-c2ccncc2)cc1Cl,54.1,54.7,87.4,76.4,75.2,66.4,72.6,83.7,40.7

# New compounds follow:
SMILES,OVCAR-3,U251,OVCAR-5,OVCAR-4,SK-OV-3,OVCAR-8,SF-268,DU-145,PC-3
NC(=O)c1c(NC(=O)c2ccc3c(c2)OCO3)sc2c1CCC(=O)C2,-47.0*,-9.2*,-49.8*,-70.8*,-11.7*,-15.9*,21.5,40.0,3.1*
CC/C=C\C/C=C\C[C@H](O)C/C=C1/C(=O)C=C[C@H]1C/C=C\CCC(=O)OC,4.3*[8.25 µM],15.0[8.25 µM],71.1[8.25 µM],43.3[8.25 µM],85.6[8.25 µM],15.3[8.25 µM],20.6[8.25 µM],46.0[8.25 µM],20.1[8.25 µM]
Clc1ccc(/C=C/c2ccccn2)cc1,98.4,81.1,111.6,62.3,104.3,104.8,91.3,109.1,81.4
O=C(Nc1ccccc1-c1nn(C(=S)Nc2ccccc2)c(=S)n(C(=S)Nc2ccccc2)c1=O)C(F)(F)F,81.8,70.1,108.3,70.9,86.3,83.1,80.5,89.8,65.8
CCCCCCCCCCCCCCCCC(Oc1ccc(Cl)cc1Cl)C(=O)O (stereo not given),118.3,102.8,100.1,112.2,112.3,102.7,109.8,110.3,100.2
O=C(CCCCCC1CCCCC1)OCCCl,102.4,96.9,95.6,104.9,105.4,100.6,96.3,105.4,97.3
O=C(Nc1cccnc1)c1cccs1,32.2,36.0,84.4,51.5,60.9,51.1,52.3,51.0,41.0
CCOC(=O)C[C@@H]1C(=O)N2CC[C@@]3(C(=O)Nc4ccccc43)[C@@H]2C[C@H]1C(=O)OCC,.,104.4,101.1,99.0,102.2,98.9,92.2,99.8,102.6
Cn1cc(-c2csc(-c3c[nH]c4ccc(Br)cc34)n2)c2cnccc21,-91.9*,-85.8*,-95.7*,-84.8*,-95.5*,-60.5*,-75.5*,-91.7*,-79.5*
Cc1cc(CCNC=O)c(C)c2c1oc1ccccc12,104.4,.,90.0,102.9,106.0,92.0,93.7,112.5,88.7
CC(=O)COc1ccc(Cl)cc1Cl,119.7,97.9,112.2,116.3,122.3,107.3,109.4,106.4,101.6
Cc1nn(-c2ccccc2)c(Oc2c(Cl)cccc2Cl)c1/C=N/N=c1\sc2ccccc2n1C,49.9,28.5,58.5,81.8,70.6,45.8,52.2,67.7,44.1
Cc1[nH]c(C2CC(c3ccc(C(F)(F)F)c(F)c3)=NN2c2ccccc2)c(C)c1C(=O)NCC(F)(F)F (stereo not given),98.2,91.0,94.8,92.5,85.6,87.8,84.7,94.7,74.6
